Compound activity as filed in PubChem.
SSB-PriA inh: inhibitors of Klebsiella pneumoniae PriA binding to SSB C-terminal tail. AlphaScreen SSBct-PriA binding, biotinylated peptide. inhibition, % at 33 µM. actives 0.6% (n = 430,000). AID 1272365; in the data active means inhibition mostly above about 37%, no sharp cut-off; inactive means mostly below about 20%;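 further: plate controls were negative control peptide for no effect and reference peptide for full effect; strong numbers were not always called active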
* marks the source's active call; other numbers are inactive results; & = joins results of further samples. Not all compounds are listed. The share of hits here may be higher or lower than overall.

molecule	SSB-PriA inh
Cc1nc(C)c(-c2ccc(SCC(=O)N3CCCc4ccccc43)nn2)s1	11
NC(=NOC(=O)c1cccnc1)c1ccccc1Cl	-1
Cc1cc(NC(=O)c2ccco2)ccc1N1CCCCC1=O	-10
CCN1CCc2nc(NC(=O)c3ccc(Cl)s3)sc2C1	5
COC(=O)c1scc(-c2ccc(C)cc2)c1S(=O)(=O)Nc1ccc(F)cc1	0
CCN(CC)S(=O)(=O)c1ccc(C(=O)Nc2nc(-c3ccc4c(c3)CCCC4)cs2)cc1	-4
CC1=C(C(=O)OC(C)C)[C@H](c2cn(-c3ccccc3)nc2-c2ccc(F)cc2)NC(=O)N1	1
Cc1ccc(C(=O)C=C2NCC(C)NC2=O)cc1 (stereo unspecified)	8
Nn1c(SCC(=O)NCc2ccc(F)cc2)nncc1=O	-20
COC(=O)c1ccccc1NC(=O)c1ccc(-c2ccccc2Cl)o1	-8&-6
S=c1[nH]nc(-c2ccncc2)n1N=Cc1cccc(Cl)c1	-6
Cc1ccc(-c2n[nH]c(=S)n2N=Cc2ccc(C)s2)cc1	-6
CS(=O)(=O)c1ccccc1-c1nnc(N)o1	25
CN1CCCc2cc(C(CNC(=O)C(=O)Nc3ccc4c(c3)OCCO4)N3CCCCC3)ccc21 (stereo unspecified)	5
Cc1ccc(CNC(=O)C2CCN(c3nccn4nc(-c5ccc(Cl)cc5)cc34)CC2)cc1	-2
CC(O)(CNC(=O)N1CCNC1=O)c1ccco1 (stereo unspecified)	-2
Cc1cc(C(=O)N2CCC3(CC2)OCCS3)c(C)o1	-14
Cn1c(C(F)(F)F)nn(CCNC(=O)C2(c3ccc(Cl)cc3)CCCC2)c1=O	-8
O=C(c1ccc(Cl)cc1)N1N=C(c2ccc(Br)cc2)C[C@H]1c1nc2ccccc2[nH]1	-8
CN1CCc2cc(C(CNC(=O)C(=O)Nc3ccccc3F)N(C)C)ccc21 (stereo unspecified)	14
CCOC(=O)N1CCC(NC(=O)c2ccc(NC(=O)Cn3c(C)cc(C)c(C#N)c3=O)cc2)CC1	0
O=C(CCSc1ccccc1)N1CCC(CSCc2ccco2)CC1	1
O=c1ccc(-c2cccs2)nn1CCNS(=O)(=O)CCc1ccccc1	2
CC(C(=O)Nc1ccc(F)c(Cl)c1)N1C(=O)c2ccccc2S1(=O)=O (stereo unspecified)	-8
COc1ccc(C=NNC(=O)c2cccc([N+](=O)[O-])c2)cc1OS(=O)(=O)c1ccc(C)cc1	-2
CC(=O)Oc1ccc(C=NNS(=O)(=O)c2ccccc2)cc1	-7
CSc1cccc(C(=O)Nc2nnc(Cc3cccs3)o2)c1	33
O=C(Cn1cnc2c(sc3cccc(F)c32)c1=O)Nc1ccc2c(c1)OCCO2	-19
CCOC(=O)c1c(NC(=O)c2nnn(-c3ccccc3)c2C)sc(C)c1C	0
Cc1nn(C)c(C)c1S(=O)(=O)NCCCN1CCN(c2ccccc2)CC1	1
Cc1ccc(S(=O)(=O)N=C(c2ccc(F)cc2)N2CCCC2)cc1	5
CC(=O)N1CCc2c(sc(NC(=O)C3CC3)c2C(N)=O)C1	-16
CCCCn1c(O)c(C=NN2CCCCC2c2cccnc2)c(=O)[nH]c1=S (stereo unspecified)	2
O=C(NCCc1ccccc1)C(=O)NCC1CCN(C(=O)c2cccnc2)CC1	-8
O=C(NN=C/C=C\c1ccco1)c1cccnc1	-10
COc1ccc(Cl)cc1S(=O)(=O)NCc1ccc(C(=O)c2ccccc2)s1	9
CC(Cc1ccccc1)=NNC(=O)CNC(=O)Cc1ccccc1	-8
COCC(C)Nc1nc(Nc2ccc(F)cc2)c2n[nH]nc2n1 (stereo unspecified)	-2
N#CCC(=O)NN=Cc1ccccc1OC/C=C/c1ccccc1	71*
Cn1c(SCC(=O)Nc2cccc(C#N)c2)nc2cc(-c3ccccc3)sc2c1=O	27
O=S(=O)(CCc1ccccc1)NCCN1CCN(c2ccc(Cl)cc2)CC1	2
CN(C)S(=O)(=O)N1CCC(SC(C)(C)C)C1 (stereo unspecified)	-6
O=C(NCc1ccnc(-c2cccs2)c1)c1ccco1	1
C=CCOCC(O)Cn1c(N2CCOCC2)nc2c1c(=O)n(C)c(=O)n2C (stereo unspecified)	-15
Cc1cc(C)nc(N=C(N)Nc2ccc(S(=O)(=O)O)cc2)n1	0
CC(/C=C/c1ccccc1)=NNC(=O)c1ccc2c(c1)OCCO2	-5
CCOc1cc(C(=O)Nc2ccc(CC(=O)N3CCOCC3)cc2)cc(OCC)c1OCC	-23
COc1ccccc1NC(=O)Nc1cc(N2CCN(Cc3ccccc3)CC2)ncn1	-10
O=C(Nc1nnc(SCc2ccc(Br)cc2)s1)c1ccc(C(=O)c2ccccc2)cc1	1
O=S1(=O)C=CC(Nc2ccccc2F)C1 (stereo unspecified)	-1

Of the compounds above, these contain an NH in an aromatic ring:
molecule	SSB-PriA inh
S=c1[nH]nc(-c2ccncc2)n1N=Cc1cccc(Cl)c1	-6
Cc1ccc(-c2n[nH]c(=S)n2N=Cc2ccc(C)s2)cc1	-6
O=C(c1ccc(Cl)cc1)N1N=C(c2ccc(Br)cc2)C[C@H]1c1nc2ccccc2[nH]1	-8
CCCCn1c(O)c(C=NN2CCCCC2c2cccnc2)c(=O)[nH]c1=S (stereo unspecified)	2
COCC(C)Nc1nc(Nc2ccc(F)cc2)c2n[nH]nc2n1 (stereo unspecified)	-2

Next section
canonical_smiles	SSB-PriA inh
Cc1ccc(S(=O)(=O)Nc2ccccc2C(=O)Nc2nc3c(F)cccc3s2)cc1	-19
COc1ccc(N2CCN(C(=O)c3ccc(S(=O)(=O)N(C)C)cc3)CC2)nn1	-14
CCCCc1ccc(NC2OC(=O)c3ccccc32)cc1 (stereo unspecified)	1
CCOC(=O)N1CCc2c(sc(NC(=O)c3cc(Cl)sc3Cl)c2C(=O)OC)C1	-15
CCOc1ccc(-c2csc(-c3nnn(-c4cccc(Cl)c4)c3C)n2)cc1	-6
O=C(NCCn1ccc2ccccc21)NC1CC(=O)N(c2cccc(F)c2)C1 (stereo unspecified)	4&9
O=[N+]([O-])c1ccccc1/C=C/C=Nn1c(-c2ccccc2F)n[nH]c1=S	26
CCOc1ccc(NC(=O)C(=O)Nc2ccc([N+](=O)[O-])cc2)cc1	-6
COC(=O)c1ccc(CSc2nnc(C(C)C)c3cnn(-c4ccccc4)c23)o1	-5&3
CC(C)(C)c1n[nH]c(=S)n(N=Cc2cccs2)c1=O	-2
O=C(COc1ccccc1)NCC[C@H](O)c1cccs1	-16
O=C(O)c1ccc(C2CCCC2)cn1	100*
Cc1cc(C(=O)Nc2ccc(S(C)(=O)=O)cc2)n(C)n1	-2
COc1ccc2sc(Nc3nc4ccc5nc(C)sc5c4s3)nc2c1	-5&-3
COc1ccc([C@H](CNC(=O)c2ccccc2F)N2CCN(C)CC2)cc1	-10
Cc1cc(C)c(S(=O)(=O)Nc2ccc(-c3ccc(NS(=O)(=O)c4c(C)cc(C)cc4C)cc3)cc2)c(C)c1	-16
COc1ccc2nc(-c3cccc(NC(=O)c4cc5ccccc5oc4=O)c3)cn2n1	-10
O=C(CCc1ccccc1Br)N1CCC(S(=O)(=O)c2ccccc2)CC1	-9
Cc1c(Cl)cccc1Nc1c(C(=O)N2CCCCC2)cnc2ccc(F)cc12	3
Cc1cc(S(=O)(=O)N2CC(n3ccnn3)C2)ccc1F	-19
Cc1cccc(CS(=O)(=O)NCC(O)C2CCCCC2)c1 (stereo unspecified)	-7
COc1cc(-c2nnc(NC(=O)COc3ccc(C(C)C)cc3)o2)cc(OC)c1OC	-15
CC(=O)OC1CCC2(C)C(CCC3C2CCC2(C)C(OC(C)=O)CCC32)C1 (stereo unspecified)	-3
CC1CCN(CC(=O)N2N=C(c3ccco3)C[C@H]2c2cn(-c3ccccc3)nc2-c2ccccc2)CC1	8
O=C(NC[C@@H](c1ccco1)N1CCc2ccccc21)C(=O)Nc1ccc(F)cc1F	2
COc1ccc(CCNC(=O)Cn2nc3n(c(=O)c2=O)CCN3c2ccc(C)cc2)cc1OC	-3
Cc1cc(C)c(NS(=O)(=O)c2cc(S(=O)(=O)Nc3c(C)cc(C)cc3C)c3cccc4c3c2NC4=O)c(C)c1	18
O=C(O)c1ccc(-c2nccs2)s1	-13
Cc1oc2cc(OCCN3CCC(C(N)=O)CC3)ccc2c(=O)c1-c1ccc(Br)cc1	-4
Cc1cc(C)nc(NN=Cc2ccccc2OCc2ccc([N+](=O)[O-])cc2)n1	9
CCn1c2ccccc2c2cc(NC(=O)CC(C)=NNC(=O)c3ccccc3N)ccc21	-2
CN1C(=O)Cc2cc(NS(=O)(=O)Cc3ccc(Cl)cc3)ccc21	9
O=C(NCc1ccccc1)c1c(O)c2ccccc2n(-c2ccccc2)c1=O	-20
CC(=NNc1nc(C)cc(=O)[nH]1)C1CC1	-3
CCOC(=O)C(=NNc1ccccc1[N+](=O)[O-])c1csc(N)n1	34
O=S(=O)(N[C@H](c1cccnc1)C1CCOCC1)c1ccccc1Br	-10
Cc1nc2cc(NC(=O)C3CN(C(=O)c4ccc5c(c4)OCO5)C3)ccc2s1	-8
COc1nn(C)cc1C(=O)OCc1cc(-c2cccs2)on1	-11
CCCC(=O)Nc1ccc2c(c1)N(C(=O)c1cccs1)CC2	0
CCc1ccc(OCCCC(=O)Nc2nnc(C(C)C)s2)cc1	-49
CCC(=NNC(N)=O)c1ccc(OC)c(OC)c1	5
Cc1cc2ncc3c(n2n1)CCN(C(=O)c1ccc(-n2cccc2)cc1)C3	-6
CCCCc1ccc(N=NC(C(=O)Nc2ccc(NC(C)=O)cc2OC)=C(C)O)cc1	11
Cc1cc(C)c(-c2nnc(NC(=O)C(C)SC3=NCCS3)s2)c(C)c1 (stereo unspecified)	2
CC1(C)CC(NC(=O)C23CCC(C)(C(=NO)C2)C3(C)C)CC(C)(C)N1 (stereo unspecified)	-6
CCOc1ccc(S(=O)(=O)N2CCCSC[C@@H]2CN(C)C)cc1C	-3
COc1ccc(Br)c(C(=O)NCCC(O)c2ccoc2)c1 (stereo unspecified)	-12
O=C(Cc1ccc(Cl)cc1)NN=Cc1c(Cl)cccc1Cl	-14
COc1ccc(-c2nc3ccccc3[nH]2)cc1OC	-13
O=[N+]([O-])c1ccc(N=NS(=O)(=O)c2ccc([N+](=O)[O-])cc2)cc1	1
COc1ccc2c(c1)CCN(S(=O)(=O)CCNC(=O)COc1ccc(Cl)cc1Cl)C2	-7
Cc1ccc(NC(=O)Cc2csc(SCC(=O)c3ccc4c(c3)OCO4)n2)cc1F	0
CN(C)c1ccc(/C=N\NC(=O)c2n[nH]c3c2CCCC3)cc1	-12
O=c1ccc(-c2ccc(F)cc2)nn1Cc1nc(-c2cccs2)no1	-3
CCN1CCN(CC(=O)NCCc2ccccc2)C(=O)C1=O	0
CCOc1ccc2nc(NC(=O)c3ccc(S(=O)(=O)N4CCC(C)CC4)cc3)sc2c1	-4

(list continues)
canonical_smiles	SSB-PriA inh
CSc1nnc(NC(=O)c2ccccc2Br)s1	8
NC(=NOC(=O)Nc1ccccc1)c1cccc(C(F)(F)F)c1	-14
COc1ccc(SCCC(=O)Nc2ccc3c(c2)C(=O)NC3=O)cc1	1
COC(=O)N(CCc1cccs1)Cc1ccoc1	-7
CCOCC(=O)NCCn1ccc(-c2ccccn2)n1	-1
COc1ccccc1OCCn1c(C2CC(=O)N(c3cccc(C(F)(F)F)c3)C2)nc2ccccc21 (stereo unspecified)	-6&-5
Nc1nc2c(c(NC(=O)Nc3cccc(Cl)c3)n1)CCCC2	-8
Cc1nn(CC(O)COc2ccc(C(=O)c3ccc(Cl)cc3)cc2)c(C)c1Br (stereo unspecified)	-5
Cc1c(NS(=O)(=O)c2ccc3c4c(cccc24)C(=O)N3)c(=O)n(-c2ccccc2)n1C	2
CCOC(=O)CNC(=O)c1n[nH]nc1-c1ccc(F)cc1	-6
COc1ccccc1-c1noc(CN2C(=O)COc3cc(Cl)ccc32)n1	-14
N#CC1=C(NC(=O)c2ccc(C#N)cc2)CCC1	-6
CCCCC(=O)Nc1nc(-c2cc3cc(OC)ccc3o2)cs1	0
CC(C)CC12CN3CCN(CC(C3)C1=NO)C2	-10
COc1cccc(C(=O)N2CCC(COc3nc4ccccc4s3)CC2)c1OC	-1
CCc1ccc(CNC=CC(=O)c2ccc(Br)cc2)cc1	-10

Seven records picked at random from those above, as already listed:
canonical_smiles	SSB-PriA inh
CCc1ccc(CNC=CC(=O)c2ccc(Br)cc2)cc1	-10
N#CC1=C(NC(=O)c2ccc(C#N)cc2)CCC1	-6
Cc1c(NS(=O)(=O)c2ccc3c4c(cccc24)C(=O)N3)c(=O)n(-c2ccccc2)n1C	2
COc1cccc(C(=O)N2CCC(COc3nc4ccccc4s3)CC2)c1OC	-1
CCCCC(=O)Nc1nc(-c2cc3cc(OC)ccc3o2)cs1	0
CC(C)CC12CN3CCN(CC(C3)C1=NO)C2	-10
CCOC(=O)CNC(=O)c1n[nH]nc1-c1ccc(F)cc1	-6

Following part
canonical_smiles	SSB-PriA inh
CCSc1nc(C2CC2)cc(-c2ccc(OC)cc2)c1C#N	-20&-14
O=C(Cc1ccccc1)Nc1cnc(N2CCOCC2)nc1	-11
Cc1nc(NCc2ccccc2)nc(Nc2ccccc2)c1[N+](=O)[O-]	-6
COc1ccccc1CCNC(=O)Cc1csc(NC(=O)NC2CCCCC2)n1	-15
COC(=O)c1noc(-c2ccccc2)n1	-23
ON=Cc1ccc(OCc2ccccc2)c(Br)c1	-9
CCOc1ccc(-c2c(C(=O)NN=Cc3ccc(OC(C)C)cc3)nnn2-c2nonc2N)cc1	3
O=C(CSc1nc2ccccc2o1)Nc1ccc(Br)cc1	2
